Screening results deposited in PubChem by NCI.
Growth percent in the NCI-60 one-dose screen (48 h, 10 µM unless noted): 100 = growth as untreated, 0 = no growth, -100 = all killed.
HL-60(TB): HL-60(TB) leukemia cells; 78,000 compounds, 9% hits; AID 1794776; active means growth percent below 10
Starred values were filed as active, the others as inactive; & = joins results of further samples; [ ] = remark or other dose. The list is partial; the hit share may differ from the screen's.

Results for C[n+]1c(/C=N/NC(N)=S)ccc2ccccc21 ?
HL-60(TB): 95

Results for COc1cc(-c2c3c(c(Br)n2Cc2ccccc2)-c2nc(NC(=O)c4ccccc4)sc2CC3)cc(OC)c1OC ?
HL-60(TB): 66

How did O=NN(CCCl)C(=O)NCCO do in these assays?
HL-60(TB): 96

What do the screens show for `C=C(C)[C@@H]1CC[C@]2(C(=O)OC(=O)[C@]34CC[C@@H](C(=C)C)[C@@H]3[C@H]3CC[C@@H]5[C@@]6(C)CCC(=O)NC(C)(C)[C@@H]6CC[C@@]5(C)[C@]3(C)CC4)CC[C@]3(C)[C@H](CC[C@@H]4[C@@]5(C)CCC(=O)NC(C)(C)[C@@H]5CC[C@]43C)[C@@H]12`?
HL-60(TB): 84

How did NC(CSC(c1ccccc1)(c1ccccc1)c1ccc(-c2ccccc2)cc1)C(=O)O (stereo not drawn) do in these assays?
HL-60(TB): 83

What do the screens show for `CCn1c(SCC(=O)Nc2cccc(C(=O)/C=C/c3ccc(OC)c(OC)c3)c2)nc2ccccc2c1=O`?
HL-60(TB): 117

What do the screens show for `COc1ccc(C(=O)C/C(=C\c2ccc(Cl)cc2)C(=O)NN)cc1`?
HL-60(TB): 91

How did CCCCNC(=O)C(Cl)Cl do in these assays?
HL-60(TB): 116

How did O=C1c2cccc3c([N+](=O)[O-])ccc(c23)C(=O)N1CCCCl do in these assays?
HL-60(TB): -25*[100 µM]

Results for COc1ccc2c(c1OC)C(=O)OC2C1c2c(c(COC(=O)C(NC(=O)OC(C)(C)C)C(C)C)c3c(c2OC)OCO3)CCN1C (stereo not drawn) ?
HL-60(TB): 94

What do the screens show for `CC1=C(COCCOC(=O)c2ccc(S(=O)(=O)F)cc2)C2=C(C)C3(CC3)[C@@](C)(O)C(=O)C2=C1`?
HL-60(TB): -23*

Results for CCN(CC)C(=O)c1cc[n+](CC)cc1 ?
HL-60(TB): 93

Results for O=C(O)/C=C/c1ccc([N+](=O)[O-])cc1Cl ?
HL-60(TB): 101

What do the screens show for `O=C(NNC(=S)Nc1ccccc1)c1cc(-c2ccncc2)n(-c2ccccc2)n1`?
HL-60(TB): 109

What do the screens show for `Cc1ccncc1CNC(=O)c1ccccc1`?
HL-60(TB): 89

Results for CN1C[C@@H](c2ccc(Cl)cc2)[C@]2(NC(=S)N(c3ccc(F)c(Cl)c3)C2=O)[C@@]12C(=O)NC1C=CC(Cl)=C[C@H]12 (stereo partly drawn) ?
HL-60(TB): -18*

How did CC(=O)C1=CC[C@H]2[C@@H]3CCC4=CC(=O)CC[C@]4(C)[C@H]3CC[C@]12C do in these assays?
HL-60(TB): 67

How did COC(=O)c1c(O)cc(OC)cc1OC do in these assays?
HL-60(TB): 100

Results for COc1ccc(/C=C/C(=O)c2ccc(NC(=O)CSc3nnc(-c4ccc(OC)c(OC)c4)o3)cc2)cc1OC ?
HL-60(TB): 97

How did C[C@H]1[C@H](C)CC[C@]2(COC(=O)c3cccnc3)CC[C@]3(C)C(=CC[C@@H]4[C@@]5(C)CCCNC(C)(C)[C@@H]5CC[C@]43C)[C@H]12 do in these assays?
HL-60(TB): 24

How did C=CCNc1nc2cc3c(C)c(CC)c(=O)oc3c(C)c2o1 do in these assays?
HL-60(TB): 81

What do the screens show for `COc1ccc(CN2C(=O)CSC2c2ccc3c(c2)OCO3)cc1OC` (stereo not drawn)?
HL-60(TB): 75

Results for CC1=NS(=O)(=O)c2cc(Cl)ccc2N1 ?
HL-60(TB): 114&96&100

What do the screens show for `Cc1cnnc(N)n1`?
HL-60(TB): 104

How did C=CCNC(=O)OC(C)C do in these assays?
HL-60(TB): 103

How did O=C(O)N1CCc2c(sc3ccccc23)C1 do in these assays?
HL-60(TB): 117

What do the screens show for `Clc1nc(Cl)c2c(ccn2Cc2ccccc2)n1`?
HL-60(TB): 78

Results for CCn1c(-c2cc3c([nH]c4ccccc43)c(-c3cccc(O)c3)n2)n[nH]c1=S ?
HL-60(TB): 4.2*

What do the screens show for `C=C(C=O)[C@@H]1CC[C@]2(C)[C@H](CC[C@@H]3[C@H]4[C@H]5OC(=O)[C@@]4(CCC5(C)C)CC[C@]32C)[C@@]1(C)CCC#N`?
HL-60(TB): 66

How did COc1ccc2occ(C3=C(c4c[nH]c5ccccc45)C(=O)NC3=O)c2c1 do in these assays?
HL-60(TB): 21

The last two compounds of the section above open the next one.
What do the screens show for `C=C(C=O)[C@@H]1CC[C@]2(C)[C@H](CC[C@@H]3[C@H]4[C@H]5OC(=O)[C@@]4(CCC5(C)C)CC[C@]32C)[C@@]1(C)CCC#N`?
HL-60(TB): 66

How did COc1ccc2occ(C3=C(c4c[nH]c5ccccc45)C(=O)NC3=O)c2c1 do in these assays?
HL-60(TB): 21

What do the screens show for `O=C(COc1cc(O)c2c(=O)cc(-c3ccccc3)oc2c1)Nc1cccnc1`?
HL-60(TB): 98

How did O=C(O)Cn1cc(I)c(=O)c(I)c1 do in these assays?
HL-60(TB): 93

Results for CC1=NN(c2nc(-c3c(O)cc(C)oc3=O)cs2)C(=O)/C1=C\c1ccc(N(C)C)cc1 ?
HL-60(TB): 96

Results for CCOC(=O)Cn1c(C(C)C)nc2ccccc21 ?
HL-60(TB): 95

What do the screens show for `NS(=O)(=O)c1ccc(-n2cc(CN3CCNCC3)nn2)cc1`?
HL-60(TB): 107

Results for O=C1/C(=C/c2cc(Cl)cc(I)c2O)Cc2cc3c(cc21)OCO3 ?
HL-60(TB): 121

What do the screens show for `C=CCn1cc(-c2nc3ccccc3s2)c2cc(-c3ccc4c5c(cccc35)C(=O)N(c3ccc(F)cc3)C4=O)ccc21`?
HL-60(TB): 107

How did CCOC(=O)c1c(NC(=O)c2ccccc2C(F)(F)F)sc2c1CCC(=O)C2 do in these assays?
HL-60(TB): 33

Results for O=C(Nc1ccccc1Cl)c1ccccc1CC(O)(c1ccccc1)c1ccccc1 ?
HL-60(TB): 42

How did Cc1nn(-c2ccc(F)cc2)c2nc[nH]c(=O)c12 do in these assays?
HL-60(TB): 93

Results for Cc1nn2c(CCC(=O)c3nc4ccccc4[nH]3)nnc2s1 ?
HL-60(TB): 101

How did Cc1cc([N+](=O)[O-])cc(Cl)c1O do in these assays?
HL-60(TB): 106

What do the screens show for `CC(C)(C)c1ccc(OC(=O)c2ccc([N+](=O)[O-])cc2)cc1`?
HL-60(TB): 99

Results for C#CCn1cc(/C=N/Nc2nc(-c3ccc(Cl)cc3)cs2)c2ccccc21 ?
HL-60(TB): 94

What do the screens show for `C[C@H]1[C@H](C)CC[C@]2(C(N)=O)CC[C@]3(C)C(=CC[C@@H]4[C@@]5(C)CCC(=O)C(C)(C)[C@@H]5CC[C@]43C)[C@H]12`?
HL-60(TB): 95

What do the screens show for `CCCCc1nc(/C=C/C(=O)c2ccc(C(F)(F)F)cc2)c(Cl)[nH]1`?
HL-60(TB): 104

Results for CC(NC(=O)c1ccccc1)C(=O)Nc1ccccc1 (stereo not drawn) ?
HL-60(TB): 107

How did COc1ccc(/C(=N\NC(N)=S)c2ccc(F)cc2)cc1OC do in these assays?
HL-60(TB): 102

How did Oc1c(-c2nnc(SCc3ccccc3)o2)sc2nnc(-c3ccccc3)c(-c3ccccc3)c12 do in these assays?
HL-60(TB): 70

How did CN(C)CCOC(=O)Nc1ccc(Cl)cc1 do in these assays?
HL-60(TB): 100

How did C=CCOc1ccccc1/C=N/N1C(=O)CS/C1=N\N=C1/SCC(=O)N1/N=C/c1ccccc1OCC=C do in these assays?
HL-60(TB): 94

Results for Nc1ncnc2c1c(-c1ccc(Oc3ccccc3)cc1)nn2C[C@H]1SSC[C@@H]1O ?
HL-60(TB): -23*

Results for CCNC(=O)C1COc2ccccc2O1 (stereo not drawn) ?
HL-60(TB): 92

How did O=C(NNc1nc2cc(F)ccc2n2c(CN3CCC(O)C3)ccc12)c1cnccn1 (stereo not drawn) do in these assays?
HL-60(TB): -15*

Results for S=C(S)N1CCNCC1 ?
HL-60(TB): 106&92

Results for O=C(Cn1cc(CN2C(=O)c3ccccc3S2(=O)=O)nn1)Nc1cc(Cl)c(Cl)cc1Cl ?
HL-60(TB): 91

What do the screens show for `N#Cc1c(-c2ccc(Cl)cc2)csc1NC(=O)Nc1cccc(C(F)(F)F)c1`?
HL-60(TB): -13*

Results for CCOc1nc(OCC)c2[nH]c(C(=O)O)c(Br)c2n1 ?
HL-60(TB): 105

How did CC1(CCO)Oc2ccccc2O1 do in these assays?
HL-60(TB): 119

How did COc1ccc(NC(=O)COc2ccc(/C=C3/Oc4cc(OC)ccc4C3=O)cc2)cc1 do in these assays?
HL-60(TB): 85

Compounds listed so far that contain bromine:
Results for COc1cc(-c2c3c(c(Br)n2Cc2ccccc2)-c2nc(NC(=O)c4ccccc4)sc2CC3)cc(OC)c1OC ?
HL-60(TB): 66

Results for CCOc1nc(OCC)c2[nH]c(C(=O)O)c(Br)c2n1 ?
HL-60(TB): 105

Next entries
Results for CSc1ccc(SC2c3ccc(C)cc3Oc3nc(N)c(C#N)c(N)c32)cc1 (stereo not drawn) ?
HL-60(TB): -52*

Results for O=CNc1ccc(Cl)cc1 ?
HL-60(TB): 95

Results for COc1ccc(C(=O)NCCOc2ccc3c(c2)CCCC(=O)N3)cc1 ?
HL-60(TB): 105

Results for O=C(O)CC(Sc1ccc(Cl)cc1)C(=O)Nc1ccccc1 (stereo not drawn) ?
HL-60(TB): 98

What do the screens show for `O=S(=O)(NCCCNc1cc(-c2cn(-c3ccccc3)nc2-c2ccccc2)ccn1)c1ccc(Cl)cc1`?
HL-60(TB): 64

What do the screens show for `COc1ccc(OC)c(/C=C2\Oc3cc(OCCN4CCCC4)ccc3C2=O)c1`?
HL-60(TB): 69

What do the screens show for `O=C(/C=C/c1ccc(F)cc1)c1ccc(O)cc1`?
HL-60(TB): 82

How did COc1cc(/C=C2\C(=O)N(CC(O)COc3cc(O)c4c(=O)cc(-c5ccccc5)oc4c3)c3ccccc32)cc(OC)c1O (stereo not drawn) do in these assays?
HL-60(TB): 81

How did COc1ccc(/C=N/NC(=O)C2CCCCC2)c(OC)c1OC do in these assays?
HL-60(TB): 91

How did CC1(C)CC[C@]23CC[C@]4(C)[C@H](CC[C@@H]5[C@@]6(C)C[C@@]7(CC(C)(C)[C@@H]6CC[C@]54C)OO[C@](C)(C(F)(F)F)O7)[C@H]2[C@H]1OC3 do in these assays?
HL-60(TB): 100

Results for C=C1C(=O)O[C@H]2[C@H]1CC/C(C(=O)Nc1ccc(OC)c(C(N)=O)c1O)=C\CC[C@@]1(C)O[C@@H]21 ?
HL-60(TB): 0.3*

What do the screens show for `O=C1Nc2ccccc2/C1=C/C(=O)c1cc2ccccc2oc1=O`?
HL-60(TB): 102

How did CCSc1ncnc2nc(SC)[nH]c12 do in these assays?
HL-60(TB): 106

What do the screens show for `O=C(c1cc(Br)c(O)c(Br)c1)c1ccccc1C(=O)c1cc(Br)c(O)c(Br)c1`?
HL-60(TB): 105

What do the screens show for `O=C(Nc1ccccc1)c1cc2ccccc2cc1O`?
HL-60(TB): 96

Structural class, the compounds so far with a tert-butyl group.
Results for COc1ccc2c(c1OC)C(=O)OC2C1c2c(c(COC(=O)C(NC(=O)OC(C)(C)C)C(C)C)c3c(c2OC)OCO3)CCN1C (stereo not drawn) ?
HL-60(TB): 94

What do the screens show for `CC(C)(C)c1ccc(OC(=O)c2ccc([N+](=O)[O-])cc2)cc1`?
HL-60(TB): 99

The listing picks up; the 2 compounds before the break are reprinted first.
What do the screens show for `O=C(c1cc(Br)c(O)c(Br)c1)c1ccccc1C(=O)c1cc(Br)c(O)c(Br)c1`?
HL-60(TB): 105

What do the screens show for `O=C(Nc1ccccc1)c1cc2ccccc2cc1O`?
HL-60(TB): 96

How did N#CC1C(=O)NC(=S)NC1c1ccccc1 (stereo not drawn) do in these assays?
HL-60(TB): 103

What do the screens show for `Cc1ccc(C)c(O)c1C`?
HL-60(TB): 127

Results for COc1ccc(/C=C/c2c(C(=O)/C=C/c3ccc(Cl)cc3)c(C)nc3ccccc23)cc1 ?
HL-60(TB): 10

How did N#Cc1cnc2ccc(-c3cnc4[nH]ncc4c3)cc2c1N1CCc2cc(F)c(Cl)cc21 do in these assays?
HL-60(TB): 1.4*

How did CC(=O)O[C@H](C[C@H](C(C)C)N(C)C(=O)[C@@H](NC(=O)[C@H]1CCCCN1C)C(C)C)c1nc(C(=O)N[C@@H](Cc2ccccc2)C[C@H](C)C(=O)O)c(C(C)C)s1 do in these assays?
HL-60(TB): -41*

How did FC(F)(F)c1cc(Nc2cccc(Oc3ccc(NC4=NCCN4)nc3)c2)ccc1Cl do in these assays?
HL-60(TB): -52*

What do the screens show for `O=C(CSc1nccc(Nc2ccc(N3CCOCC3)cc2)n1)c1ccc(Cl)cc1`?
HL-60(TB): 99

Results for CN(C)CCCNC(=O)OCc1ccc2c(Cl)cc(Cl)c(O)c2n1 ?
HL-60(TB): 100

What do the screens show for `CC(C)C1=CC2=CC[C@@H]3C(C)(C)C(=O)[C@@H](O)C[C@@]3(C)[C@@H]2CC1`?
HL-60(TB): 100

Results for COc1ccc2cc(C(C)NC(=O)Nc3ccc(S(=O)(=O)Nc4nccs4)cc3)ccc2c1 (stereo not drawn) ?
HL-60(TB): 107

Results for CCC/C=N/Nc1nc(C)cc(=O)[nH]1 ?
HL-60(TB): 104

What do the screens show for `O=C(O)C1CCC(C(=O)O)SS1` (stereo not drawn)?
HL-60(TB): 110

How did CN1CCN(c2ccc3nc(/N=C/c4ccc5sc(-c6ccc(F)cc6)nc5c4)sc3c2)CC1 do in these assays?
HL-60(TB): 105

Results for Cc1ccc(C2CC(c3ccc(Nc4nc(NCCO)nc(Nc5ccc(Cl)cc5)n4)cc3)=NN2c2cc(Cl)cc(Cl)c2)cc1 (stereo not drawn) ?
HL-60(TB): 100

Results for CC(=O)NC1=CN2CC=CCC2CC1=O (stereo not drawn) ?
HL-60(TB): 93

What do the screens show for `CCNc1ncnc2c1cnn2C1CCCO1` (stereo not drawn)?
HL-60(TB): 93

Results for Cc1nc2c3c(ncn2n1)Oc1c(c(=O)[nH]c2ccc(Cl)cc12)C3c1ccc(Cl)cc1 (stereo not drawn) ?
HL-60(TB): 66
